Source: PubChem (Fisher Drug Discovery Resource Center)
NPYLR7 agonist = activates Aedes aegypti NPYLR7 receptor. HEK293T NPYLR7/Galpha15, GCaMP6s calcium fluorescence. activation, % at 10 µM. actives 0.15% (n = 270,000); in the data active means activation above about 40%;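 further: 0% = vehicle and 100% = reference agonist at the receptor; some compounds past the cut are filed as inactive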
hcGAS lum = inhibitors of human cGAS | Q8N884 | recombinant h-cGAS, ATP depletion, Kinase-Glo luminescence | AID 1259398 | inhibition, % at 12.5 µM | actives 0.081% (n = 290,000);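 further: 0% = vehicle reaction and 100% = reaction without DNA for no activity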
Target sequence (Q8N884 whole entry, looked up): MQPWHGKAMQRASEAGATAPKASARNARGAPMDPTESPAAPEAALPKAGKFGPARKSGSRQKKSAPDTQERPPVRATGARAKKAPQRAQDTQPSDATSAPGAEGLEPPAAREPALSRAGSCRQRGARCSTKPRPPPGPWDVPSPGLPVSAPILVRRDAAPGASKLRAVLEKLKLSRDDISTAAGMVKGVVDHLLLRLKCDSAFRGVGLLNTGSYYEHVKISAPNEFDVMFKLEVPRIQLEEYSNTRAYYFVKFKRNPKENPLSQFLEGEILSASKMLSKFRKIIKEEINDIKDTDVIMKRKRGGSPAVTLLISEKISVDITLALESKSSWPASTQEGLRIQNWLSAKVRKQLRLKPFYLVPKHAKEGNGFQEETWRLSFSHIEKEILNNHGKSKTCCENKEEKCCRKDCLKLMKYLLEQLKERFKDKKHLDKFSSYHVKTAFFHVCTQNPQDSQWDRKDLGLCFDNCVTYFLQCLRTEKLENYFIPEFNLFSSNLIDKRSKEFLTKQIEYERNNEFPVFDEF
mcGAS lum = blocks mouse cGAS activity; Q8C6L5; recombinant cGAS, Kinase-Glo ATP depletion luminescence; inhibition, % at 12.5 µM; actives 0.15% (n = 160,000);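 further: 0% = negative control wells and 100% = reference inhibitor with no enzyme activity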
An asterisk follows results filed as active; x = not tested or not shown; & = joins results of further samples. Unless noted, no stated cut-off is given here; in the data, active means inhibition above about 40%; inactive means the rest. Compounds as they come, and some 0.29% of all compounds hit somewhere here.

Start of the data: the first six compounds as a preview:
SMILES | NPYLR7 agonist | hcGAS lum | mcGAS lum
CC(=O)Nc1ccc(Cl)c(C(=O)NCC(c2cccs2)N(C)C)c1 (stereo not given) | 9 | -5 | -15
Cc1nn(CC(=O)NCc2ccco2)c(C)c1[N+](=O)[O-] | -2 | -2 | -6
O=C(CN1C(=O)c2ccc([N+](=O)[O-])cc2C1=O)Nc1ccccc1C(=O)O | -5 | -8 | -6
O=C(CCc1cc(Cl)no1)N1CCCCC1CCN1CCOCC1 (stereo not given) | x | -10 | -6
Cc1nnc(SCc2cc(=O)n3ccsc3n2)s1 | -1 | -6 | -5
NC(=O)c1cccc(CNC(=O)c2ccc(Cl)s2)c1 | -2 | -1 | x

This part in full (from the top)
SMILES | NPYLR7 agonist | hcGAS lum | mcGAS lum
CC(=O)Nc1ccc(Cl)c(C(=O)NCC(c2cccs2)N(C)C)c1 (stereo not given) | 9 | -5 | -15
Cc1nn(CC(=O)NCc2ccco2)c(C)c1[N+](=O)[O-] | -2 | -2 | -6
O=C(CN1C(=O)c2ccc([N+](=O)[O-])cc2C1=O)Nc1ccccc1C(=O)O | -5 | -8 | -6
O=C(CCc1cc(Cl)no1)N1CCCCC1CCN1CCOCC1 (stereo not given) | x | -10 | -6
Cc1nnc(SCc2cc(=O)n3ccsc3n2)s1 | -1 | -6 | -5
NC(=O)c1cccc(CNC(=O)c2ccc(Cl)s2)c1 | -2 | -1 | x
FC(F)Oc1ccc(CNCc2cccnc2N2CCOCC2)cc1 | 18 | -8 | x
Cc1csc(NC(=O)CSc2c(C(C)C)cnc3c2c(=O)n(C)c(=O)n3C)n1 | 6 | 0 | -6
Cc1cc(NC(=O)CSc2nnc(N3CCCC3)n2-c2cccc(Cl)c2)on1 | 2 | -9 | x
CC(C)Nc1ccc(C(=O)N[C@H](CO)Cc2ccccc2)cn1 | -12 | -5 | -6
O=C(NCc1ccc(O)cc1)N1CCCC1Cc1ccccc1 (stereo not given) | 3 | -8 | x
COCCCN(Cc1csc(COc2ccc(OC)cc2)n1)C(=O)Nc1ccc(C)cc1 | 0 | -4 | -4
COc1cncc(-c2cnc3c(Nc4cccc(OC(F)(F)C(F)F)c4)nccn23)c1 | -2 | -3 | -4
O=C(O)CNC(=O)/C(=C/c1ccc([N+](=O)[O-])cc1)NC(=O)c1ccccc1Cl | 0 | -4 | x
CCC1CN(C(C)=O)CCC1NCc1ccc2ncccc2c1 (stereo not given) | 5 | -10 | -5
Cc1oc(C(C)C)cc1C(=O)N1CCn2nc(C(=O)N3CCOCC3)cc2C1 | x | -2 | -1
CCCCCCCC(=O)N(CCOC)CC(=O)N(Cc1ccco1)Cc1cccn1C | -7 | -9 | -6
CCN(C)S(=O)(=O)NC(=O)c1cnc(C)s1 | -9 | -8 | -14
Cc1ccc(S(=O)(=O)NC(=O)c2cccc3c2OCCO3)s1 | 0 | -7 | x
Cc1ccc(Cl)c(OCCN2CCC(C(O)c3cccnc3)CC2)c1 (stereo not given) | 2 | -5 | -11
Cc1nccc(-c2cccc(NC(=O)CCC3CCCC3)c2)n1 | -9 | -8 | -2
COc1ccc(OCCCC(=O)NC2CCC3CCCC3C2)cc1 (stereo not given) | -8 | -9 | -17
Clc1ccc(CSc2nc3ccccc3[nH]2)cc1 | -4 | -5 | -4
O=C(NCCN1CCCC1)C1CCCN(S(=O)(=O)N2CCOCC2)C1 (stereo not given) | 5 | -7 | x
CCOC(=O)C1CCCN(C(=O)c2cccc(CSc3nc(C)c(C)c(N4CCN(c5ccccc5F)CC4)n3)c2)C1 (stereo not given) | 6 | -9 | -4
COC(=O)c1c(C)c2c(c(C)c1O)OC(=O)c1c(C)c(Cl)c(O)c(Cl)c1O2 | -1 | 22&-1 | -2&0
COC(=O)c1ccc(/C=C2\SC(=S)N(c3ccc(F)cc3)C2=O)cc1 | 11 | -7 | -7
O=C(Cc1ccsc1)Nc1ccc(OC(F)F)cc1 | 11 | -9 | -7
COc1ccccc1C=NNC(=O)c1cc(C23CC4CC(CC(C4)C2)C3)[nH]n1 | 0 | -10 | -4
CCOC(=O)c1c(NC(=O)c2ccnc(Cl)c2)c(-c2ccc(OC)cc2)cn1Cc1ccccc1 | 6 | -2 | -5
Cc1cc(C)cc(OCCn2c(-c3ccccn3)noc2=O)c1 | 12 | -8 | -16
COc1ccccc1CSc1nc2ccccc2s1 | 0 | -6 | -4
COc1ccc(Cl)cc1C(=O)NCCNc1cc(-n2ccnc2C)ncn1 | 1 | -2 | -7
Cc1cc(C)n(C)c(=O)c1C(=O)NC(C)c1nc2c(s1)CCCC2 (stereo not given) | 4 | -7 | -10
Cc1cc(NC(=O)NC(c2cccs2)C2CCCC2)n(C)n1 (stereo not given) | 2 | -4 | x
CNC(=O)c1cc(Nc2nnc(-c3ccc(C)c(S(N)(=O)=O)c3)c3ccccc23)ccc1OC | -15 | -3 | x
Cn1ccc(=O)n(Cc2ccc(F)cc2Br)c1=O | -1 | -2 | -16
Clc1cc(Cl)cc(NC2=NCCCCCC2)c1 | -11 | -1 | x
CN(C(=O)c1ccccc1N1CCC(NC(=O)c2cccc(Br)c2)CC1)C1CCCCC1 | 0 | -1 | -3
Cc1cc(C2CCC2)nc(N2CCNC(C(=O)O)C2)n1 (stereo not given) | -10 | -1 | x
COc1ccc(-n2cc(-c3ccccc3)nc2NC(=O)CNCC2CCCO2)cc1OC (stereo not given) | 24 | -5 | x
NC(=O)NN1C(=O)/C(=C/c2ccco2)SC1=S | 28 | 2 | 3
CN1CC(c2ccccc2)Oc2ccccc2C1=S (stereo not given) | 15 | 1 | x
O=c1ccc(-c2ccccc2)nn1CCn1cnc(-c2ccccc2)c1C1CC1 | 3 | 0 | -8
COc1ccc(NC(=O)C2CCOCC2)cc1NC(=O)c1ccccc1 | 8 | -4 | -17
O=C(Nc1ccccc1OCCOc1ccccc1)C1COCCO1 (stereo not given) | 11 | -3 | x
O=c1[nH]c(CN(CC(O)c2ccccc2)C2CC2)nc2scc(-c3ccccc3F)c12 (stereo not given) | 24 | -9 | -4
CC(C)N(CCNC(=O)C1CCN(c2ccc3nnc(C(F)(F)F)n3n2)CC1)C(C)C | 6 | -8 | x
O=[N+]([O-])c1ccc(O)c(C=NCCC2=CCCCC2)c1 | 4 | 5 | x
Cc1ccc(/C=C/c2nc(=S)n(CN(C)Cc3c(F)cccc3Cl)[nH]2)o1 | 11 | -10 | -5
C/C=C/CS(=O)c1nncn1-c1ccccc1OC (stereo not given) | -3 | 2 | x
COCCn1c(C)cc(O)c(C(c2cccc(OC)c2)N2CCC(Cc3ccccc3)CC2)c1=O (stereo not given) | 2 | 2 | x
COc1ccc2c(c1)CC(NCC(=O)NC(C)C)CC2 (stereo not given) | 0 | 3 | x
CCCc1nnsc1C(=O)Nc1nc2c(OC)ccc(C)c2s1 | 2 | -5 | x
C=CCN(CC(=O)N1CCc2sccc2C1COc1ccc(C)cc1C)C(=O)c1ccc(F)cc1 (stereo not given) | -2 | -2 | -4
O=C(Cc1nc2ccccc2n1C(=O)c1ccccc1)N1CCOCC1 | 6 | -4 | x
Cc1nccn1CCC1CCCCN1C(=O)c1ccc(-n2cnnn2)cc1 (stereo not given) | 2 | -7 | -15
COc1ccc(S(=O)(=O)N(Cc2ccc3c(c2)OCO3)Cc2cc(Cl)ccc2OCc2nc(CO)cs2)cc1 | 2 | -3 | -9
N#Cc1ccc(CN(Cn2nc3ccccn3c2=S)CC(F)(F)F)cc1 | -2 | -1 | x
c1ccc(CCCN2CCC(n3cc(C4CC4)nn3)CC2)cc1 | 4 | -5 | -8

Next compounds.
SMILES | NPYLR7 agonist | hcGAS lum | mcGAS lum
CCC1CN(C)c2ccccc2CN1C(=O)Nc1cccc(-c2nnco2)c1 (stereo not given) | 3 | -1 | x
Cc1ccc(CN(CCc2ccccc2)C(=O)CN(CCN2CCCCC2)C(=O)C2CC2)o1 | -4 | -1 | -5
COc1cccc(-c2nnc(SCC(=O)O)n2-c2ccccc2C)c1 | -4 | -1 | x
CNC(=O)C1CCC(NC(=O)N(C)CCc2ccccc2OC)CC1 (stereo not given) | -19 | 0 | -1
Cc1cc(C)n(CCNC(=O)CN2CCN(c3ccc4c(c3)OCCO4)C2=O)n1 | 5 | -8 | x
CCCC(=O)Oc1c(S(=O)(=O)c2ccc([N+](=O)[O-])cc2)c(C)nn1-c1ccccc1 | 5 | -12 | -9
Cc1cc(C(=O)NCc2cccnc2-n2ccnc2)cc2sc(N)nc12 | 12 | -3 | x
COc1ccc(CNCC(=O)Nc2cccc(C)c2C)c(OC)c1 | -2 | -1 | x
CC(=O)c1ccc(S(=O)(=O)NCCn2nc(-c3ccccc3)ccc2=O)cc1 | -2 | -6 | -10
C=CCN(Cc1cc(F)cc(F)c1)Cc1cccn1Cc1ccc(C(F)(F)F)cc1 | 5 | -7 | -8
O=C(NCCC(F)(F)F)c1coc(N2CCNC2=O)n1 | 8 | -4 | x
COc1ccc(OC)c(C2(O)CSC(=Nc3cccnc3)N2C2CC2)c1 (stereo not given) | 1 | -6 | -7
CCSc1nc(CC(=O)NCCN2CCNC2=O)cs1 | 0 | 0 | -11
CCN(CC)C(=O)C(NC(=O)c1ccc(OC)cc1)C1CCN(C(=O)C2CCCC2)CC1 (stereo not given) | -10 | 2 | 1
CCn1ncnc1C(C)NC(=O)CN1CCC(C)=N1 (stereo not given) | 24 | -5 | x
CCCCCN(CC(=O)Nc1cc(C(C)(C)C)nn1-c1ccc(OC)cc1)C(=O)Nc1ccc(F)c(F)c1 | -1 | -3 | -6
CC(C1CCNCC1)N1CCCC1 (stereo not given) | -5 | -6 | x
CC(=O)c1ccc(OCC(=O)NCCOc2cc(N3CCCCC3)ncn2)cc1 | 2 | 0 | x
Cc1cc(C(C)(C)CC(C)(C)C)ccc1OCCOCC[N+](C)(C)Cc1ccccc1 | -9&-4 | 1&-5&-8 | -5
CC1Oc2ccc(Nc3nccc(C(F)(F)F)n3)cc2NC1=O (stereo not given) | 3 | -6 | -5
Cc1ccc(S(=O)(=O)N2CCN(c3ccc(Cl)cc3[N+](=O)[O-])CC2)cc1 | 13 | -21 | -5
O=C(C=Cc1ccsc1)N1CCN(S(=O)(=O)c2ccc(F)c(F)c2)CC1 | 0 | 2 | -6
CCCOC(=O)c1csc2nnsc12 | 5 | -4 | x
CCOC(=O)c1ccc(NC(=O)N(CC(=O)N(Cc2ccc3c(c2)OCO3)Cc2ccco2)CC2CCCO2)cc1 (stereo not given) | -12 | -16 | -6
NC1CCN(CCCc2ccccc2)CC1 | 0 | -13 | x
CCNC(=O)CN1C(=O)CSC1c1ccc(Cl)c(Cl)c1 (stereo not given) | 18 | -7 | -5
COc1c2occc2c(OC(C)=O)c2c(=O)cc(C)oc12 | -3 | -2 | -3
CN1CCN2C[C@@H](NC(=O)c3c[nH]c4c(F)cccc4c3=O)C[C@H]2C1 | -6 | 0 | -12

Part of the list above, reformatted.
> Cc1ccc(S(=O)(=O)N2CCN(c3ccc(Cl)cc3[N+](=O)[O-])CC2)cc1
  NPYLR7 agonist = 13
  hcGAS lum = -21
  mcGAS lum = -5

> O=C(C=Cc1ccsc1)N1CCN(S(=O)(=O)c2ccc(F)c(F)c2)CC1
  NPYLR7 agonist = 0
  hcGAS lum = 2
  mcGAS lum = -6

> CCCOC(=O)c1csc2nnsc12
  NPYLR7 agonist = 5
  hcGAS lum = -4
  mcGAS lum = x

> CCOC(=O)c1ccc(NC(=O)N(CC(=O)N(Cc2ccc3c(c2)OCO3)Cc2ccco2)CC2CCCO2)cc1 (stereo not given)
  NPYLR7 agonist = -12
  hcGAS lum = -16
  mcGAS lum = -6
